Source: PubChem BioAssay (National Center for Advancing Translational Sciences (NCATS))
MCF10A rereplic: inducers of DNA re-replication in MCF 10A breast cells; MCF 10A DNA re-replication, Hoechst nuclear intensity, 48 h; Potency, µM (doses to about 46.1 µM), without a hit: at the top dose activity, positive = re-replication, usual class: activators; actives 2.9% (n = 350,000); AID 624296; also: potency is read from the fitted curve at half-maximal effect; % of control where 0% means no effect; nearly all actives have a fitted effect of over 50% in size
Nrf2 block: blocks Nrf2 signaling | actives 2.1% (n = 360,000) | Potency, µM (top dose mostly 46 µM), inactives show top-dose activity change, negative = inhibition, actives largely listed as inhibitors | A549 ARE-Fluc reporter, luciferase luminescence, 18-24 h; also: potency is read from the fitted curve at half-maximal effect; % is scaled to controls: 0 for no effect and ±100 for the full control effect; nearly all actives have a fitted effect of over 60% in size
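A549 ARE_Fluc cells (5000/well, 5% FBS OPTI-MEM) pre-incubated 2 h, then treated with compounds 18-24 h at 37C/5% CO2 in concentration-response. CellTiter-Fluor viability read first; BugLite luciferase luminescence after 15 min at room temperature gives Nrf2 activity.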
ATXN viability: viability counter-screen for ATXN expression inhibitors | S2 cells (HEK-293 line with an ATXN2-luciferase reporter) viability, CellTiter-Fluor protease fluorescence, 24 h | Potency, µM (series often up to 56.7 µM), actives largely listed as cytotoxic | actives 0.49% (n = 400,000); also: potency is read from the fitted curve at half-maximal effect; nearly all actives have a fitted effect of over 40% in size
HepG2 tox: HepG2 cytotoxicity, counter-screen for TGF-b inhibitors; HepG2 CAGA-GFP viability, ATP luminescence, 18 h; Potency, µM (doses to about 46.1 µM), inactives show top-dose activity change, negative = cytotoxicity, most hits filed as cytotoxic; actives 0.76% (n = 410,000); AID 588856; also: potency is read from the fitted curve at half-maximal effect; some results filed as inactive show a strong effect at the top dose
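CellTiter-Glo luminescence gave cytotoxicity after 18 hours at 37 degrees C. The cells were HepG2 CAGA-GFP in 1% FBS DMEM, stimulated with 500 pg/mL TGF-beta after compound addition. %Activity was normalised to no-cell wells (complete cell-killing) and DMSO (no toxicity), and curves were fitted and classified.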
Nrf2 ARE act: activators of Nrf2 (ARE) signaling | AREc32 ARE-luciferase reporter (MCF7-derived line), luminescence, 24 h | Potency, µM (titrated, usually from 46.1 µM), for inactives: top-dose activation, most hits filed as activators | actives 0.31% (n = 410,000) | AID 624171; also: potency is read from the fitted curve at half-maximal effect; % of control where 0% means no effect; nearly all actives have a fitted effect of over 65% in size
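Cells of the AREc32 ARE-luciferase line are plated in OPTI-MEM containing 5% FBS and left overnight at 37 deg C. Compounds are pinned in, incubation continues 24 hr, and firefly luciferase signal is then measured.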
A549 viability: kills or reduces viability of A549 cells in Nrf2 counter-screen | A549 ARE-Fluc cells, CellTiter-Fluor viability, 18-24 h | Potency, µM (top dose mostly 46 µM), without a hit: at the top dose activity change, negative = cytotoxicity, hits mostly inhibitors | actives 0.16% (n = 390,000) | AID 504648; also: potency is read from the fitted curve at half-maximal effect; % is scaled to controls: 0 for no effect and ±100 for the full control effect
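A549 ARE-Fluc cells in 5% FBS OPTI-MEM, 5000 cells/well, rested 2 h then exposed to compounds in concentration-response for 18-24 h at 37 °C. Viability by CellTiter-Fluor fluorescence (Ex 405/Em 525) after 30 min; luciferase luminescence (BugLite, 15 min, RT) read afterwards.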
TGFb inhibitor: inhibitors of TGF-b signaling | AID 588855 | actives 1.2% (n = 410,000) | Potency, µM (titrated, usually from 46.1 µM), inactives show at the top dose activity, negative = inhibition, actives largely listed as inhibitors | HepG2 CAGA-GFP TGF-b/SMAD3 reporter, GFP fluorescence, 18 h; TGF-beta stimulated, 500 pg/mL final; also: potency is read from the fitted curve at half-maximal effect; % is scaled to controls: 0 for no effect and ±100 for the full control effect; nearly all actives have a fitted effect of over 65% in size
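Inhibition was scored as loss of TGF-beta-induced (500 pg/mL final, 18 hours, 37 degrees C) GFP in HEPG2 cells carrying a CAGA-GFP reporter, in DMEM with 1% FBS. Well GFP was summed per cell; Activity was normalised to unstimulated and stimulated DMSO wells, then concentration-response fitting.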
IL1B secr inh: inflammasome signaling inhibition, IL-1 beta readout | THP-1 LPS/ATP IL-1B secretion, AlphaLISA, 16 h; hits give low values | actives 4.7% (n = 360,000) | activity change, % at 57.5 µM; in the data active = activity change below about -50%; inconclusive = mostly about -30% to -49%; also: % is scaled to controls: 0 for no effect and ±100 for the full control effect
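Secreted IL-1B measured by AlphaLISA bead assay after 16 h compound exposure of THP-1 cells; compounds (final up to 57.5 uM) added 1 h before LPS (250 ng/mL) and ATP (1.25 mM) stimulation; lower signal means less secretion.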
ATXN2 expr inh: inhibitors of ATXN2 expression. HEK-293 ATXN2-luciferase reporter, luminescence, 24 h. Potency, µM (doses to about 57 µM), without a hit: at the highest dose activity change, negative = inhibition, most hits filed as inhibitors. actives 0.72% (n = 360,000); also: potency is read from the fitted curve at half-maximal effect; % is scaled to controls: 0 for no effect and ±100 for the full control effect; nearly all actives have a fitted effect of over 55% in size
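ATXN2-luciferase reporter cells (luciferase flanked by upstream and downstream ATXN2 gene portions) were treated 24 h at 37 °C with compounds at up to 57 uM. SteadyGlo luminescence gave expression; GF-AFC fluorescence gave viability.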
* = called active by the depositor; i = inactive; ? = inconclusive; / = no result given; & = joins results of further samples; [ ] = dose if it differs, or a comment. Unless noted, calls follow the shape of the dose curve; as a rule, active = well fitted curve in the direction sought with a large enough effect; inconclusive = small, poorly fitted or top-dose-only effect, or another doubt; inactive = no such curve, though single readings can be large; an effect the other way counts as inactive or inconclusive. An excerpt (hit frequency here may not be typical).

SMILES	MCF10A rereplic	Nrf2 block	ATXN viability	HepG2 tox	Nrf2 ARE act	A549 viability	TGFb inhibitor	IL1B secr inh	ATXN2 expr inh
CC(=O)[C@H]1CC[C@H]2[C@@H]3CC[C@H]4C[C@H](O)CC[C@]4(C)[C@H]3C(=O)C[C@]12C	9%&3%&-6%	-25%	i	-22%	-0.2%	1%	1%	-5	-11%&0%
O=C(CCCC1=NS(=O)(=O)c2ccccc2N1)N1CCC2(CC1)OCCO2	-5%	10%	i	-2%	-0.6%	-2%	-2%	38	1%
Cc1ccc(C(=O)NC(O)C(Cl)(Cl)Cl)cc1 (centres undefined)	-4%	-32%	i	7%	0.3%	5%	4%	37	7%
CCOc1ccc(CCNC(=O)c2cnc3sc(N4CCCC4)nn3c2=O)cc1	/	12µM*	/	-8%	-0.5%	-15%	?	/	/
O=C1NC(=O)C(=Cc2c(Cl)cccc2Cl)C(=O)N1	?	?	i	-32%	3.8%	-10%	?	-58*	-15%
CCOc1ccccc1NC(=O)Cn1c(=O)oc2ccccc21	-2%	14%	i	-23%&-41%	-0.4%&0.6%	0%&-6%	6%&0%	-4	?
CCOC(=O)Cc1csc(NC(=O)c2c(O)c3ccccc3n(CCC(C)C)c2=O)n1	7%	?	i	-4%	-0.4%	-17%	6%	12	-3%[11.3 µM]
CC=C(CC)C1(CC)C(=O)NC(=S)NC1=O	-2%	14%	i	11%	-0.9%	4%	3%	12	10%
O=C1NC(=O)N(CC2CCCO2)C(=O)/C1=C/c1cccs1 (centres undefined)	-7%	18%	i	0%	0.2%	0%	18%	37	9%
Cc1c(Cl)ccc2sc(N3CCN(C(=O)CCS(=O)(=O)c4ccc(F)cc4)CC3)nc12	/	/	i	-25%	0.1%	-23%	8.9µM*	/	-33%
O=C(Nc1ccccc1)c1c(O)[nH]c(=O)[nH]c1=O	-19%	-1%	i	-12%	-0.9%	-2%	-23%	-2	-4%
CC1C(c2ccccc2)OC(=O)N1C (centres undefined)	-6%	1%	i	-13%	-0.9%	-9%	0%	-6	-6%
COc1ccccc1C1=NOC(COC(=O)c2ccc([N+](=O)[O-])cc2)C1 (centres undefined)	-2%	?	i	5%	0.5%	0%	-6%	-5	-25%
CCN(CC(=O)Nc1ccc(C#N)c(Cl)c1)CC(=O)NC(C)(C)C	2%	?	i	-25%	3.5%	-1%	?	-14	-5%
O=C(CCC1N=C2c3ccccc3N=C(SCc3cccc(Cl)c3)N2C1=O)N1CCN(c2ccccc2)CC1 (centres undefined)	/	16%	?	-29%	4.7%	-16%	10µM*	/	-13%
OC(CNCCc1c[nH]c2ccccc12)C(F)(F)F (centres undefined)	14%	6%	i	-1%	1.8%	-1%	-6%	-9	-10%
O=P(OC1CCCCC1)(OC1CCCCC1)C(O)c1c(Cl)cccc1Cl (centres undefined)	?	?	i	-51%	-0.1%	?	-21%	-26	-3%
CSc1ncc(/C=C2/C(=O)NC(=O)N(c3ccc(Cl)cc3)C2=O)cn1	0%	?	i	1%	0.0%	-3%	10%	58	-1%
Cc1nn(C)c(C)c1P(=S)(c1c(C)nn(C)c1C)N(C)C	18%	1%	i	1%	0.0%	-2%	1%	18	3%
Cc1ccc(NC(=O)N2CCN(c3cc(-c4noc(C)n4)ccc3C)CC2)c(F)c1	/	/	i	-24%	4.3%	-1%	?	/	-8%
CC(C)CCNC(=O)c1cc(C(=O)c2cc(F)ccc2O)cn(CCC(C)C)c1=O	?	-26%	i	14%	-0.1%	-17%	4%	8	-18%[11.3 µM]
CCOC(=O)C1=C(N)OC2=C(C(=O)CC(C)(C)C2)C12C(=O)Nc1ccccc12 (centres undefined)	-1%	-4%	i	6%	0.3%	1%	-2%	28	3%
CN1CC(C(=O)c2ccccc2)C(C(=O)c2ccccc2)C1 (centres undefined)	1%	/	i	1%	1.4%	11%	0%	-7	35%[activator]
O=C(c1cncc(Br)c1)N1CCN(S(=O)(=O)c2ccc3ccccc3c2)CC1	-1%	?	i	2%	2.1%	1%	-24%	-13	9%

Compound profiles, as listed above. Screens in order: MCF10A rereplic	Nrf2 block	ATXN viability	HepG2 tox	Nrf2 ARE act	A549 viability	TGFb inhibitor	IL1B secr inh	ATXN2 expr inh
CC(C)CCNC(=O)c1cc(C(=O)c2cc(F)ccc2O)cn(CCC(C)C)c1=O is listed as ?	-26%	i	14%	-0.1%	-17%	4%	8	-18%[11.3 µM]
COc1ccccc1C1=NOC(COC(=O)c2ccc([N+](=O)[O-])cc2)C1 (centres undefined) is listed as -2%	?	i	5%	0.5%	0%	-6%	-5	-25%

Continuation.
SMILES	MCF10A rereplic	Nrf2 block	ATXN viability	HepG2 tox	Nrf2 ARE act	A549 viability	TGFb inhibitor	IL1B secr inh	ATXN2 expr inh
CCOC(=O)CCCc1cc[c]([Sb](=[O])([OH])[OH])cc1	/	0%	/	-8%	/	-2%	?	/	/
C=CCn1c(O)c(C(C)=NCCCn2ccnc2)c(=O)[nH]c1=O	0%	11%	i	-2%	0.3%	-11%	-1%	46	1%
O=c1[nH]c(=S)[nH]c(O)c1N=Nc1cc2c(cc1[N+](=O)[O-])OCO2	-37%[inhibitor]	-10%	?	0%	?	-7%	3%	22	-36%
Cc1ccc(OCC(=O)N2CCN(CCc3ccncc3)CC2)cc1	/	?	/	-8%	-0.3%	4%	-4%	/	/
COc1ccc(-n2c(/C=C/c3ccc(O)c(O)c3)nc3ccccc3c2=O)cc1	?	-28%	/	-39%	0.7%	-8%	?	?	/
CC(C)Sc1nnc([C@@H](N)Cc2c[nH]c3ccccc23)o1	14%	12%	?	-17%	5.4%	-11%	?	10	0%
N=c1c[n+](C2CCCCC2)[n-]o1	-12%	7%	i	-7%	-1.4%	2%	-9%	-6	-4%
C[C@]12C[C@@H](O)[C@H](O)CC1=CCC1C2CC[C@]2(C)C(=O)CCC12 (some centres undefined)	2%	-8%	i	4%	-0.3%	6%	2%	16	5%
O=C(N=Nc1c(O)[nH]c(=O)[nH]c1=O)C1COc2cc3ccccc3cc2O1 (centres undefined)	5%	?	i	-2%	-1.0%	5%	10%	-13	-7%
O=C1NC(=O)N(CCNc2ncc(C(F)(F)F)cc2Cl)C(=O)C1/C=N/OCc1c(F)cccc1Cl (centres undefined)	?	-6%	i	0%	0.0%	9%	-1%	3	7%
CC1(C)CC[C@]2(C)CC[C@]3(C)C4C[C@@H]5OO[C@@]6(O5)C(CCCC6(C)C)[C@]4(C)CC[C@@]3(C)C2C1 (some centres undefined)	7%	?	i	-16%	0.4%	-7%	-7%	5	6%
CN1Cc2cnnn2-c2ccccc2C1C#N (centres undefined)	?	7%	?	-12%	7.7%	22%	2%	0	-2%

Quoted from the listing.
In Nrf2 ARE act, `CCN(CC(=O)Nc1ccc(C#N)c(Cl)c1)CC(=O)NC(C)(C)C` shows 3.5%
In Nrf2 ARE act, `O=C1NC(=O)C(=Cc2c(Cl)cccc2Cl)C(=O)N1` shows 3.8%
In ATXN2 expr inh, `Cc1ccc(NC(=O)N2CCN(c3cc(-c4noc(C)n4)ccc3C)CC2)c(F)c1` shows -8%
In HepG2 tox, `CCOc1ccc(CCNC(=O)c2cnc3sc(N4CCCC4)nn3c2=O)cc1` shows -8%
In Nrf2 block, `CC1C(c2ccccc2)OC(=O)N1C` (centres undefined) shows 1%
In TGFb inhibitor, `O=P(OC1CCCCC1)(OC1CCCCC1)C(O)c1c(Cl)cccc1Cl` (centres undefined) shows -21%

(list continues)
SMILES	MCF10A rereplic	Nrf2 block	ATXN viability	HepG2 tox	Nrf2 ARE act	A549 viability	TGFb inhibitor	IL1B secr inh	ATXN2 expr inh
O=C(O)c1ccccc1-c1ccc(C=C2C(=O)N(c3ccccc3)C(=S)N(c3ccccc3)C2=O)o1	?	?	?	-16%	-0.5%	-7%	-19%	-12	/
Nc1nc2c(s1)CCCCCCCCCC2	?	6%	i	-9%	-0.2%	-3%	-5%	22	8%
O=C1NC(=O)C(CCc2ccncc2)(Cc2ccc3c(c2)OCO3)C(=O)N1CCc1ccccc1 (centres undefined)	8%	3%	/	-15%	-0.2%	-2%	-9%	-15	/
Fc1ccc(CN2CCN(c3ccc(Cl)cc3)CC2)cc1	2%	0%	i	-30%	-0.4%	8%	?	13	/
O=C(CSc1ncnc2c1nnn2-c1ccc(F)cc1)NCC1CCCO1 (centres undefined)	?	-29%	i	23%	13%	-1%	11%	?	-8%
Cn1nc(-c2ccc(C(=O)Nc3ccc(OC(F)(F)F)cc3)cc2)c2ccccc2c1=O	/	/	?	-20%	0.6%	-3%	?	/	-33%
